SENP6 block: blocks the human protease SENP6; Q9GZR1; Recombinant SENP6 catalytic domain, aminoluciferin luminescence; inhibition, % at 10 µM; hit rate 1.8% among 330,000;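 active means inhibition above about 50% at the single tested dose, limit read from the data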;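 further: plate controls were DMSO wells with enzyme for no effect and DMSO wells lacking enzyme for full effect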
Target sequence (Q9GZR1 628-1112 limits assumed): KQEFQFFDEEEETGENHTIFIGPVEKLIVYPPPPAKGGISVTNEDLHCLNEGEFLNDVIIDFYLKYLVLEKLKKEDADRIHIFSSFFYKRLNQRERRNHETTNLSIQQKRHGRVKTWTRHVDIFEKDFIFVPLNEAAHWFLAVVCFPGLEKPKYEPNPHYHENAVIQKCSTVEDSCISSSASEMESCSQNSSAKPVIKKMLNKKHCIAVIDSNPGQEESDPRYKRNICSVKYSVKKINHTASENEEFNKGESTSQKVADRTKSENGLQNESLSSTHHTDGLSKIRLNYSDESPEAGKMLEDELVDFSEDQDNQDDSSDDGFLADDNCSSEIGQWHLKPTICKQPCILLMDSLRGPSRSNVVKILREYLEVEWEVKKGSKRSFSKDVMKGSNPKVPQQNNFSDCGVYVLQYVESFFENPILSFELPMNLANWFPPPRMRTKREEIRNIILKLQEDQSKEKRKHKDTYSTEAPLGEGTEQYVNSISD
SENP7 block: blocks the human protease SENP7; recombinant SENP7, Z-RLRGG-aminoluciferin luminescence, 40 min; inhibition, % at 5 µM; hit rate 1.5% among 330,000;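 active means inhibition above about 50% at the single test dose, limit read from the data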;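 further: plate controls were DMSO with enzyme for no effect and no enzyme buffer wells for full effect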
SENP1 inh: blocks the human SENP1 SUMO protease catalytic domain. Q9P0U3. recombinant SENP1 catalytic domain, CyPet-SUMO1-YPet FRET cleavage. inhibition, % at 10 µM. hit rate 0.21% among 360,000;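 active means inhibition at least 30% at 10 µM, raw YFP signal under a set limit, fluorescence ratio 0.5 to 1.5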;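 further: 0% = enzyme with DMSO and 100% = no enzyme wells; some results filed as inactive read as strong as hits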
Target sequence (Q9P0U3 419-644 limits assumed): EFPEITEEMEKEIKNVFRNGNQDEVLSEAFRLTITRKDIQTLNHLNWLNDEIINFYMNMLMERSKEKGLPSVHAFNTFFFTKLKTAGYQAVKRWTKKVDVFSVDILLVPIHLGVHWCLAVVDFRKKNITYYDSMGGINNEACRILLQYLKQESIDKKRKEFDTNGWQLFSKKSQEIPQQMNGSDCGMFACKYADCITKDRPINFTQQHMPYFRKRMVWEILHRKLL
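Compound: 10 µM single point, 0.5% DMSO; Test system: hSENP1 catalytic domain, recombinant; Timing: 50 min reaction at room temperature; Technique: FRET, CFP and YFP emission; Control set: no-enzyme wells low, DMSO-plus-enzyme wells high control.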
UBC13 inh: human UBC13 polyubiquitination inhibition; UBC13 polyubiquitin chain formation, TR-FRET; P61088; inhibition, % at 20 µM; hit rate 0.47% among 330,000; in the data active means inhibition above about 45%, passing the limit was not always enough
Target sequence (P61088 whole entry, looked up): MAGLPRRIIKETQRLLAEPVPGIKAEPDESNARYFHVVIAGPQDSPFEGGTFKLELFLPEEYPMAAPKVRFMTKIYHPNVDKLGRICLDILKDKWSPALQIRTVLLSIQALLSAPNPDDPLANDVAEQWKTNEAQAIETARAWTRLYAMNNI
SENP8 block-1: inhibitors of human SENP8 protease | inhibition, % at 20 µM | recombinant SENP8, Nedd8 substrate fluorescence | AID 602440 | Q96LD8 | hit rate 0.64% among 360,000; in the data active means inhibition mostly above about 40%, no sharp cut-off; inactive means mostly below about 27%
APOBEC3G inh: APOBEC3G (human) deaminase inhibition; Q9HC16; recombinant A3G, ssDNA deamination FAM/TAMRA fluorescence; inhibition, % at 20 µM; hit rate 0.28% among 330,000; AID 493012;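 active means inhibition of at least 40% at 20 µM, with no more than 30% in the related APOBEC3A deaminase screen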;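 further: plate controls were DMSO wells with A3G for no effect and wells lacking A3G enzyme for full effect; some compounds called inactive have numbers as strong as hits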
Apaf1 inhib: blocks human Apaf-1 apoptosome activity; O14727; reconstituted apoptosome caspase-3 activity, DEVD-Rh110 fluorescence; inhibition, % at 20 µM; hit rate 0.71% among 330,000; AID 489030; active means inhibition of at least 40% at 20 µM;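 further: plate controls were DMSO wells for no effect and DEVD-CHO caspase inhibitor wells for full effect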
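Material: reconstituted apoptosome with Apaf-1, cytochrome c, caspase-9, procaspase-3, dATP; medium: pH 7.5 Hepes buffer with CHAPS, BSA, DTT; also added: cytochrome c and DEVD-Rh110 substrate; timing: 30 min plus 50 min, RT; signal: Rh110 fluorescence intensity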
SENP8 block-2: SENP8 protease inhibition. Q96LD8. purified SENP8, Z-RLRGG-aminoluciferin cleavage, luminescence. inhibition, % at 10 µM. hit rate 1.2% among 330,000. AID 2540; in the data active means inhibition above about 50%
* = called active by the depositor; i = inactive; / = no result given.

The opening 16 records as a preview:
SMILES	SENP6 block	SENP7 block	SENP1 inh	UBC13 inh	SENP8 block-1	APOBEC3G inh	Apaf1 inhib	SENP8 block-2
COc1cccc(C(=O)Nc2cc(=O)n(C)c(=O)n2C)c1	-7	2	0	1	13	2	10	-6
CC(C)CN1C(=O)C(=O)N(CC(=O)NCc2ccc3c(c2)OCO3)C1=O	-18	10	3	8	12	-1	-3	-3
O=C(CSc1ccc2c(c1)OCCO2)Nc1ccc(Cl)cn1	-11	-5	-2	1	23	-9	-6	-4
CN(CCOc1ccccc1)CC(=O)Nc1ccc(Br)cc1F	-6	-1	6	-2	7	1	18	-5
CCN1CCN(c2ccc(S(=O)(=O)N3CCCCC3)cc2NC(=O)/C=C/c2cc(OC)ccc2OC)CC1	7	-2	-28	32	-412	3	46*	-10
CCc1nc2sc3c(Cl)ncnc3c2c2c1CCCC2	-2	-5	/	43	/	-4	-11	1
CCCCC(=O)Nc1ccc(C(=O)NNC(=S)NC(=O)c2ccco2)cc1	12	-1	-3	11	10	-2	-2	-1
Cc1ccc(S(=O)(=O)N(CC(=O)N2CCCCCC2)c2ccccc2F)cc1	-10	-8	-1	2	15	0	20	6
O=C(C1CCN(S(=O)(=O)c2ccccc2F)CC1)N1CCCC1	-25	-15	1	-2	8	1	0	-4
Nc1nc(F)cc(N2CCCCCC2)n1	-17	-1	6	-8	-3	-13	-3	0
Cn1c(=O)[nH]c(=O)c2c1nc(N(CCO)Cc1ccccc1)n2Cc1ccccc1Cl	-3	1	-1	5	2	-4	-3	0
COc1ccc(N(C(C)C(=O)NC2CCCCCC2)S(C)(=O)=O)cc1 (stereo not drawn)	5	-3	-2	3	15	0	4	5
Cc1nnc(Cl)c2nn(-c3ccccc3)c(C)c12	2	-3	3	-11	9	-5	9	-11
CCC(=O)N1CCN(c2ccc(NC(=O)c3ccc4c(c3)OCO4)cc2)CC1	-11	-3	1	-2	7	-1	-2	6
Cc1cccc(C(=O)N2c3ccccc3C(=O)OC2c2ccc3c(c2)OCO3)c1 (stereo not drawn)	7	-8	1	-1	9	-10	16	3
Cc1ccccc1NC(=O)CN(C)S(=O)(=O)c1cccc2cccnc12	4	11	-1	4	9	-2	1	-2

This part in full, previewed entries included:
SMILES	SENP6 block	SENP7 block	SENP1 inh	UBC13 inh	SENP8 block-1	APOBEC3G inh	Apaf1 inhib	SENP8 block-2
COc1cccc(C(=O)Nc2cc(=O)n(C)c(=O)n2C)c1	-7	2	0	1	13	2	10	-6
CC(C)CN1C(=O)C(=O)N(CC(=O)NCc2ccc3c(c2)OCO3)C1=O	-18	10	3	8	12	-1	-3	-3
O=C(CSc1ccc2c(c1)OCCO2)Nc1ccc(Cl)cn1	-11	-5	-2	1	23	-9	-6	-4
CN(CCOc1ccccc1)CC(=O)Nc1ccc(Br)cc1F	-6	-1	6	-2	7	1	18	-5
CCN1CCN(c2ccc(S(=O)(=O)N3CCCCC3)cc2NC(=O)/C=C/c2cc(OC)ccc2OC)CC1	7	-2	-28	32	-412	3	46*	-10
CCc1nc2sc3c(Cl)ncnc3c2c2c1CCCC2	-2	-5	/	43	/	-4	-11	1
CCCCC(=O)Nc1ccc(C(=O)NNC(=S)NC(=O)c2ccco2)cc1	12	-1	-3	11	10	-2	-2	-1
Cc1ccc(S(=O)(=O)N(CC(=O)N2CCCCCC2)c2ccccc2F)cc1	-10	-8	-1	2	15	0	20	6
O=C(C1CCN(S(=O)(=O)c2ccccc2F)CC1)N1CCCC1	-25	-15	1	-2	8	1	0	-4
Nc1nc(F)cc(N2CCCCCC2)n1	-17	-1	6	-8	-3	-13	-3	0
Cn1c(=O)[nH]c(=O)c2c1nc(N(CCO)Cc1ccccc1)n2Cc1ccccc1Cl	-3	1	-1	5	2	-4	-3	0
COc1ccc(N(C(C)C(=O)NC2CCCCCC2)S(C)(=O)=O)cc1 (stereo not drawn)	5	-3	-2	3	15	0	4	5
Cc1nnc(Cl)c2nn(-c3ccccc3)c(C)c12	2	-3	3	-11	9	-5	9	-11
CCC(=O)N1CCN(c2ccc(NC(=O)c3ccc4c(c3)OCO4)cc2)CC1	-11	-3	1	-2	7	-1	-2	6
Cc1cccc(C(=O)N2c3ccccc3C(=O)OC2c2ccc3c(c2)OCO3)c1 (stereo not drawn)	7	-8	1	-1	9	-10	16	3
Cc1ccccc1NC(=O)CN(C)S(=O)(=O)c1cccc2cccnc12	4	11	-1	4	9	-2	1	-2
CCCCN(NC(C)=O)c1nc(Cl)nc(NC(C)C)n1	-6	5	1	10	3	-8	-16	1
CCOc1cc(NC(=S)NCC2CCCO2)c(OCC)cc1NC(=O)c1ccc(C)cc1 (stereo not drawn)	-17	9	0	-2	7	0	35	-7
CCc1cc2c(cc3c(=O)n(CC(=O)NCCCN4CCCCCC4)nc(CC)n32)s1	-2	1	-12	4	4	-9	19	2
CCC(=O)c1ccccc1OCCCN1CCC(Cc2ccccc2)CC1	-2	3	0	12	26	-2	3	4
COCCNc1cc(C)nc2c(-c3ccccc3OC)c(C)nn12	-12	-9	4	-2	-205	-6	2	6
COc1ccc(S(=O)(=O)N2CCCCCC2)cc1C(=O)N(C)CC(=O)Nc1ccccc1Br	-3	-1	2	-2	2	-1	5	8
CCN(CC(=O)Nc1cccc(S(=O)(=O)N(C)c2ccccc2)c1)Cc1cccs1	16	10	2	7	17	-5	7	10
Clc1ccc(SCc2cn3ccccc3n2)cc1	21	23	0	0	2	-6	3	14
C[C@@H](NC(=O)c1nc[nH]c1C(=O)N[C@@H](Cc1ccccc1)C(=O)OC(C)(C)C)c1ccccc1	-12	-2	3	-15	14	7	22	0

Quoted from the listing.
Result of `CCN(CC(=O)Nc1cccc(S(=O)(=O)N(C)c2ccccc2)c1)Cc1cccs1` in SENP8 block-1: 17
Result of `CN(CCOc1ccccc1)CC(=O)Nc1ccc(Br)cc1F` in Apaf1 inhib: 18

(listing goes on)
SMILES	SENP6 block	SENP7 block	SENP1 inh	UBC13 inh	SENP8 block-1	APOBEC3G inh	Apaf1 inhib	SENP8 block-2
CN(C)CCn1c2c(c(SCC(=O)Nc3ccc4c(c3)OCCO4)nc1=O)CCC2	-13	-10	-1	1	9	-3	5	-3
O=C(COC(=O)c1ccco1)c1ccccc1	32	12	1	2	17	-5	-2	7
COc1ccc(NC(=O)CN(C)C(=O)C(C)N2C(=O)c3ccccc3C2=O)cc1 (stereo not drawn)	-2	-7	1	1	22	-6	2	0
Cn1cc(C(=O)c2ccccc2C(=O)O)cc1C(=O)C(Cl)(Cl)Cl	4	-2	1	5	32	-3	-5	5
CCC1CCCCN1CCCNC(=O)Cn1ncn2nc(-c3ccc(OC)cc3)cc2c1=O (stereo not drawn)	-6	-7	2	10	-80	-5	5	3
Cc1ccc(-n2nc(C)c(C(=O)N3CCN(C(=O)c4ccco4)CC3)c2-n2cccc2)cc1	3	-7	4	2	-4	-2	-2	0
CC(=O)/C=C(\C)Nc1ccccc1O	34	21	0	-6	22	1	24	4
COc1ccc(/C=C/C(=O)O)cc1S(=O)(=O)N1CCc2ccccc2C1	11	-4	-2	-1	6	-4	9	6
CC(=O)Nc1ccc(CN2CCCCCCC2)cc1	-14	-4	2	0	18	-7	-11	0
C[C@@H](C(=O)N1CCN(C(=O)OC(C)(C)C)CC1)n1cc(CCCN=C(NC(=O)OC(C)(C)C)NC(=O)OC(C)(C)C)nn1	-3	3	1	-11	24	-5	6	-2
CCN(CC)C(=O)Cn1cc(SCC(=O)NC)c2ccccc21	12	11	0	3	27	11	-1	3
COc1ccc(NC(=O)C=C(C)C)cc1Cl	94*	4	0	1	12	-14	-6	93*
Cn1c(C(=O)N2CCN(c3ccc(F)cc3)CC2)cc2ccccc21	-2	14	2	-8	14	-4	13	-12
CN(C)c1ccc(NS(=O)(=O)c2cccc(Cl)c2)cc1	6	-5	6	8	26	0	-3	2
CC(=C1C(=O)c2ccccc2C1=O)N1CCN(CCN=CC2=C(O)CC(C)(C)CC2=O)CC1	-18	-2	2	-21	10	-3	-6	-7
CSC(=NC(C)c1ccccc1)NS(=O)(=O)c1cccs1 (stereo not drawn)	-17	1	0	-4	16	-10	-1	-7
CCc1nn(CC(=O)NC(C)CCc2ccccc2)c(=O)c2cc3occc3n12 (stereo not drawn)	5	0	0	4	14	-3	1	-2
Cc1ccc2oc(=O)c3cnn(CC(=O)N4CCc5ccccc5C4)c3c2c1	-4	-1	0	12	0	-7	0	3
Cc1cc2occ(CC(=O)N(C)CC(=O)Nc3ccccc3C(F)(F)F)c2cc1C	4	2	0	0	-11	-5	16	-10
Cc1cc(C(=O)O)ccc1-n1c(C)ccc1C	-46	-14	/	18	/	95	25	-1
Nc1ccc(C(=O)N2CCN(S(=O)(=O)c3ccc4c(c3)OCCCO4)CC2)cc1[N+](=O)[O-]	-3	1	3	-4	24	-5	-5	-2
Cc1nnc(NC(=O)CSc2ncc(-c3ccccc3)[nH]2)s1	-2	-2	-6	9	5	-8	-21	-3
COc1ccccc1CCC(=O)OCC(=O)Nc1ccc(C)c(S(=O)(=O)N2CCCCC2)c1	-15	-2	3	3	12	-5	12	-9
O=C(CCNC(=O)C1CCN(S(=O)(=O)c2ccccc2)CC1)NCc1cccc(Cl)c1	-27	13	2	-2	1	-7	5	-13
CCNC(=O)CN1C(=O)NC(Cc2ccccc2)(Cc2ccccc2)C1=O	-2	-1	3	-1	14	-12	-15	4
(listing goes on)
SMILES	SENP6 block	SENP7 block	SENP1 inh	UBC13 inh	SENP8 block-1	APOBEC3G inh	Apaf1 inhib	SENP8 block-2
CCNC(=O)CN1c2cccc3cccc(c23)S1(=O)=O	7	3	0	5	i	-2	-3	-2
COc1cc2nc(CN(C)Cc3ccc(Cl)cc3)[nH]c(=O)c2cc1OC	-26	-2	-1	-4	-4	-4	4	-6
CCOc1cc(/C=N\Nc2ccc([N+](=O)[O-])cc2)ccc1OCC(=O)Nc1ccc(C)c(C)c1	-14	-14	8	-124	-37	0	24	-9
c1ccc(Cc2nnc3sc(-c4ccc5c(c4)OCO5)nn23)cc1	-11	4	0	12	-264	10	-8	4
Cc1cccc(OCCn2c(-c3ccco3)nc3ccccc32)c1	7	2	-18	-7	-29	0	31	4
O=C(NNC(=O)C1CCN(S(=O)(=O)c2ccc(Cl)cc2)CC1)c1ccccc1O	-3	-8	-5	3	-462	-8	-5	-8
CCO[C@@H]1OC(C(=O)NCc2nc3ccccc3[nH]2)=C[C@H](c2coc3ccccc3c2=O)[C@H]1CCCO	-9	5	-1	8	5	-4	6	0
CCOC(=O)C1=C(c2ccccc2)NC(=O)NC1c1ccsc1 (stereo not drawn)	32	8	2	-3	11	-3	-4	0
CCCCCNc1nc(-c2ccccc2)cs1	64*	10	/	-4	/	1	13	32
O=C(CCS(=O)(=O)c1ccccc1)NNC(=O)CSc1ccccc1F	-17	4	2	5	7	1	9	-3
Cc1cnc(NC(=O)C2CC(=O)N(c3cccc(Cl)c3)C2)s1 (stereo not drawn)	-3	0	3	13	3	-7	1	-8
CCN(CC)c1ccc(/C=C2\C(=N)N3N=C(CC(=O)N4CCOCC4)SC3=NC2=O)cc1	4	-4	-21	-44	-60	-7	2	-1
CC(C)Oc1nc(-c2ccc(Cl)cc2)nc2ccccc12	1	-1	-2	2	1	-1	-9	8

Screening data: PubChem, Sanford-Burnham Center for Chemical Genomics
